Compound activity: PubChem, several laboratories
pCIP destab – p/CIP protein destabilization. Q05BA5. F442A p/CIP-EGFP cells, EGFP fluorescence, 16 h. decrease of EGFP signal, % at 10 µM. actives 0.01% (n = 290,000);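 active means EGFP signal decrease of at least 30% at 10 µM or well 3 SD below plate mean, unless failing retest; inactive means the rest, including hits failing retest or dose response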; further: some compounds called inactive have numbers as strong as hits; many of its hits are not listed in these tables
MEKK3 PB1 HTS – MEKK3-MEK5 PB1 interaction, increase or decrease; bead-based flow cytometry, Alexa488-MEK5 binding to MEKK3; actives lie on both sides; 0 = blocked by unlabeled MEK5, 100 = vehicle; binding response (% of control), % at 10 µM; actives 1.4% (n = 290,000); AID 1529;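 active means binding response more than 3 SD above or below the average of its plate-row segment, actives on both sides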;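 further: Alexa488 bead fluorescence after subtracting the streptavidin-only scavenger bead signal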
GalR3 antagonist – human GalR3 antagonism. actives 0.44% (n = 360,000). HEK293 GalR3-CNG cAMP membrane potential fluorescence; galR3 body fused to GalR1 C-terminus. AID 651719. O60755. inhibition, % at 3 µM;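 active means inhibition above the screen-wide average plus 3 SD, cut at about 13% in these data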;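 further: forskolin and galanin both at EC90 stimulate the cells; cAMP rise reported by CNG channel membrane potential dye signal; 0% = forskolin plus galanin with DMSO and 100% = forskolin alone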
Target sequence (O60755 1-299 limits assumed): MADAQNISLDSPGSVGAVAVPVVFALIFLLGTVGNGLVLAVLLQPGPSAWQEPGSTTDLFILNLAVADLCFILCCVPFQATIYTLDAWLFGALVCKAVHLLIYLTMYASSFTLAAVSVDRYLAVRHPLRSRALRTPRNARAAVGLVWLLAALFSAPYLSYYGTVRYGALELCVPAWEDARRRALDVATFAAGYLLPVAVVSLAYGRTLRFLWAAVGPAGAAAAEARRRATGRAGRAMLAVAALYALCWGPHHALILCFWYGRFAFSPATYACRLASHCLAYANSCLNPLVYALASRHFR
IDE cell inh – cellular human IDE inhibition; P14735; HEK cells, FAbetaB cleavage, fluorescence polarization; inhibition, % at 5.59 µM; actives 0.41% (n = 320,000); AID 434962;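 active means percent inhibition above the average of all tested compounds plus 3 SD, set per screening campaign, cut at about 16% in these data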;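 further: IDE supplied by intact live HEK cells; FP after avidin binding of uncleaved biotin substrate so inhibition keeps polarization high; 0% = DMSO wells and 100% = 60 µM reference IDE inhibitor Ii1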
IDE cell activ – IDE (human) activation, cell-based; P14735; HEK cells, FAbeta-B cleavage, fluorescence polarization; 0% vehicle, 100% cell-free pure enzyme wells; activation, % at 5.96 µM; actives 0.073% (n = 340,000);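 active means activation above the mean of all tested compounds plus 3 SD, set per screening campaign, cut at about 17% in these data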
CRFBP-R2 block – blocks CRF-induced signaling of the CRF-BP/CRF-R2 complex; HEK293 CRF-R2/CRF-BP, CRF-induced calcium fluorescence; inhibition, % at 11.8 µM; actives 0.59% (n = 350,000); AID 588475;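 active means inhibition of the ligand-induced calcium signal above about 50% at the single tested concentration, limit read from the data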
M4 PAM – potentiates acetylcholine response at human M4 receptor; P08173; CHO-K1 hM4/Gqi5, Fluo-8 calcium fluorescence, ACh EC20; 0% = ACh EC20, 100% = maximal ACh; activation, % at 3 µM; actives 0.4% (n = 360,000); AID 624126;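 active means activation above its plate's cutoff, the mean activation of sample wells plus 3 SD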; further: some results filed as inactive read as strong as hits
Target sequence (P08173 whole entry, looked up): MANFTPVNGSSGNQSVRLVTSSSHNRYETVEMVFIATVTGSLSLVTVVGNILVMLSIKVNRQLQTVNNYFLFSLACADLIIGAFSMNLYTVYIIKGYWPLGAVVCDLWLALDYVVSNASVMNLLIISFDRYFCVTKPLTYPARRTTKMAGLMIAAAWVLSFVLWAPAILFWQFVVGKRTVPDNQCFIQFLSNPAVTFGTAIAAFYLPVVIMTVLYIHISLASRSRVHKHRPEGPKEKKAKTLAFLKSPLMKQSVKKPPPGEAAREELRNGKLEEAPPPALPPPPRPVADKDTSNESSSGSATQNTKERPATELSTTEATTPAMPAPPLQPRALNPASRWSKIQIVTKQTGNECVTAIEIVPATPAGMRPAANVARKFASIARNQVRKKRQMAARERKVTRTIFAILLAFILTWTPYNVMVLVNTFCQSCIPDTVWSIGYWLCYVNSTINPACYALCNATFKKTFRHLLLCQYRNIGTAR
CRFBP-R2 agonist – agonists of human CRF-binding protein/CRF-R2 receptor complex | actives 0.46% (n = 350,000) | AID 588473 | activation, % at 13.2 µM | HEK293 CRF-R2/CRF-BP, calcium dye fluorescence (FLIPR); percent of saturating CRF peptide response;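 active means activation of at least 50%, plus an integration ratio under a set limit after plate pattern correction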;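 further: plate controls were neutral control wells without compound for no effect and CRF at EC100 for full effect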
PHOSPHO1 inh – blocks human PHOSPHO1 phosphatase activity | recombinant PHOSPHO1, absorbance phosphatase assay | actives 1.1% (n = 290,000) | inhibition, % at 13.3 µM | AID 1565 | Q8TCT1; in the data active means inhibition above about 60%
Target sequence (Q8TCT1 whole entry, looked up): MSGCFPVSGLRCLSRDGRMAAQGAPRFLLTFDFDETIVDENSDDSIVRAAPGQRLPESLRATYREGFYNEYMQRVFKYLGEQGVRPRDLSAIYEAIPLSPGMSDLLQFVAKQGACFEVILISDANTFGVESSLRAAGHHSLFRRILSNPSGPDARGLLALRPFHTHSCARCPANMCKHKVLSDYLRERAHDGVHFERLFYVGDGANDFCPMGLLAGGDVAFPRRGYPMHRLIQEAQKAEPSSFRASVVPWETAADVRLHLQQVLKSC
* hit, by the source's call; x = not tested or not shown.

SMILES	pCIP destab	MEKK3 PB1 HTS	GalR3 antagonist	IDE cell inh	IDE cell activ	CRFBP-R2 block	M4 PAM	CRFBP-R2 agonist	PHOSPHO1 inh
CC(=O)CC(=O)NC(=NC1CCCCC1)Nc1nc(C)cc(C)n1	43	101	-5	5	3	-40	0	1.6	18
COc1ccc(OC)c(S(=O)(=O)N2CCCC(C(=O)NCc3ccccn3)C2)c1 (stereo unspecified)	-16	103	-9	4	-4	-1	-5	-0.6	-13
CCOC(=O)NC(NC(=O)OCC)C(=O)c1ccccc1	-1	101	-7	1	2	13	5	-1.4	34
CCC(=O)N1CCNC(=O)C1CC(=O)Nc1ccc(C)c(Cl)c1 (stereo unspecified)	-1	102	6	7	1	30	10	2.8	-21
CCCCCn1c(SCCCC)nc2c1c(=O)[nH]c(=O)n2C	-5	102	-6	-1	3	-35	-4	-2.6	-16
OCCNCC12CC3CC(CC(C3)C1)C2	-4	97	-4	5	5	12	1	1.8	-16
CCOc1cc2c(C#N)c(N3CCCCC3)nc(N)c2c(N)n1	-14	101	-7	2	-2	-23	8	1.4	17
Cc1nc2n(n1)CC(O)CS2 (stereo unspecified)	-10	103	-2	6	2	-7	13	2.4	-11
COc1cnc(SCCC(F)=C(F)F)[nH]c1=O	1	103	3	2	-1	-17	-3	4.2	-35
COC(=O)c1c(C)c2c(C)cc3ccccn3c-2c1C(=O)OC	-20	109	-3	2	3	-20	-4	30	8
Cn1cccc1C(=O)OCC(=O)Nc1cc(C(C)(C)C)nn1-c1ccccc1	-16	102	-5	-2	-1	3	1	-1.8	-15
COc1ccc(C2=NNC(c3cc(Cl)cc4c3OCOC4)C2)c(O)c1 (stereo unspecified)	7	102	x	0	x	x	x	x	-5
O=C1C=C(c2cccc(OCc3ccccc3)c2)C[C@@H](c2ccc3c(c2)OCO3)C1	x	x	-2	6	0	-11	4	8.1	x
Cc1c(-c2ccc(F)cc2)nc(N)c(C#N)c1-c1ccco1	-15	102	-4	-6	2	-17	1	2.0	-7
C=CCn1c(O)c(N=NC(=O)CNC(=O)c2ccncc2)c2ccccc21	-9	103	-7	9	5	-8	2	2.1	22
CN(C)c1ccc(-c2nc3cc(N)ccc3o2)cc1	1	104	-10	x	9	-6	4	-1.1	34
CCN1CCN(c2ncnc3c2cnn3-c2ccccc2)CC1	-7	109	0	-1	5	3	11	0.2	-5
O=C(Cn1ncc2c(=O)oc3ccccc3c21)N1CCCN(Cc2ccccc2F)C1	3	109	x	-1	1	28	-5	-0.6	-9
COc1cccc(CNC(=O)C(Cc2ccccc2)n2cccc2)c1 (stereo unspecified)	-10	97	-3	10	3	15	-2	-2.1	4
COc1cc2c(cc1OC)CN(C(=O)CC1CC3CCC1C3)CC2 (stereo unspecified)	5	103	-4	8	6	20	5	0.7	9
C/C(CC(=O)Nc1ccccn1)=N\NC(=O)C(=O)Nc1ccccc1C	3	100	-2	1	6	11	-3	-1.9	-5
COc1ccc(CNC(=O)c2ccc(S(=O)(=O)N3CCCC3)cc2)cc1OC	-2	108	-4	-1	6	3	-4	-1.5	12
COCc1c(C(=O)OCc2c(C)noc2C)oc2ccccc12	19	108	1	-3	1	9	-4	0.4	-1
O=C(CSc1nnc(SCc2ccccc2)s1)NNC(=S)Nc1ccccc1	-15	99	1	5	2	-34	-8	-1.0	7
O=C(CCNc1n[nH]c(=O)[nH]c1=O)N/N=C\c1cccc(OCc2ccccc2)c1	6	92	0	1	x	-10	6	5.3	11
Cc1ccc(C)c(C(=O)CN2C(=O)C(=O)N(C3CCCC3)C2=O)c1	x	x	-7	6	4	-4	0	0.3	x
COc1cc(C)c(C(=O)CC(=O)c2c(C)cc(OC)cc2C)c(C)c1	x	x	-3	-2	x	-2	-7	-0.2	x
O=C(CCNc1ccc(Cc2ccncc2)cc1)c1ccc([N+](=O)[O-])cc1	-11	103	-7	2	-4	29	-20	-0.1	30
O=C(O)c1ccccc1C(=O)c1ccc(Cl)cc1	-2	103	-2	-2	2	12	-4	-0.4	-1
CCSc1cc(N2CCCC2)nc(-c2ccccc2Cl)n1	-6	98	-1	-1	0	4	3	0.1	2
O=C(CSc1nnc(-c2ccc(F)cc2)c2ccccc12)Nc1ccccc1	-10	105	-1	1	0	29	-7	0.1	-11
CCn1ncc(N(C)N)c(Cl)c1=O	-14	94	-5	6	0	7	4	-1.5	20
Cc1ccc(C)c(NC(=O)CN2C(=O)CC(C)S(=O)(=O)c3ccccc32)c1 (stereo unspecified)	5	100	-7	-4	1	-2	9	-0.4	45
CCCn1c2ccccc2c2cnn(CC(=O)NC(C)CC)c(=O)c21 (stereo unspecified)	-2	98	-10	x	1	2	-1	-1.4	26
O=C(N/N=C/c1cc2cc3c(cc2nc1Cl)OCO3)c1ccncc1	-9	107	5	-4	-4	0	19	-0.9	27
CC1(c2nnc(-c3ccncc3)o2)CC(c2cccc(Cl)c2)=NO1 (stereo unspecified)	x	101	-7	2	-1	6	5	-1.1	x
COc1cc(C2C(C#N)=C(N)Oc3n[nH]c(-c4cccnc4)c32)cc(Br)c1O (stereo unspecified)	-12	88	-2	8	-12	-48	6	0.9	48
COc1cccc(C(=O)Nc2cc(=O)n(C)c(=O)n2C)c1OC	-13	100	-3	-1	1	-13	-2	3.2	17
CCc1ccccc1NC(=O)CCCN1C(=O)c2cccnc2C1=O	3	103	-9	1	2	12	5	-0.5	47
COc1cc(C2C(C#N)=C(N)Oc3cc4c(cc32)OCO4)cc(OC)c1OC (stereo unspecified)	-18	101	0	6	0	3	0	0.4	28

4 of the entries above in order of their number in IDE cell activ, low to high:
SMILES	IDE cell activ
CCOc1cc2c(C#N)c(N3CCCCC3)nc(N)c2c(N)n1	-2
CCn1ncc(N(C)N)c(Cl)c1=O	0
Cc1ccc(C)c(NC(=O)CN2C(=O)CC(C)S(=O)(=O)c3ccccc32)c1 (stereo unspecified)	1
C/C(CC(=O)Nc1ccccn1)=N\NC(=O)C(=O)Nc1ccccc1C	6

Carrying on.
SMILES	pCIP destab	MEKK3 PB1 HTS	GalR3 antagonist	IDE cell inh	IDE cell activ	CRFBP-R2 block	M4 PAM	CRFBP-R2 agonist	PHOSPHO1 inh
CCOc1ncccc1C(=O)N1CCN(S(=O)(=O)c2cccs2)CC1	x	x	-5	2	0	-4	0	0.8	x
O=C(Nc1cccnc1)Nc1ccc2c(c1)OCO2	9	98	-2	4	2	23	-5	2.7	3
O=C(Nc1ccc(Br)cc1)c1csc(-c2ccncc2)n1	1	99	-3	4	-5	1	-2	-3.1	56
CCOC(=O)Cn1c(CN2CCN(C(c3ccccc3)c3ccccc3)CC2)nc2c1c(=O)n(C)c(=O)n2C	-8	98	x	0	8	42	8	-11	6
Cc1noc(C)c1COC(=O)c1ccc2ccccc2n1	-12	107	-1	3	-5	2	5	-1.4	1
CCN(CC)Cc1cc(NC2=NS(=O)(=O)c3ccccc32)ccc1OC(=O)C(C)C	-10	106	1	-2	0	0	6	-1.6	-3
c1ccc(CCCCc2ccncc2)cc1	x	x	-5	x	-4	8	-2	0.8	x
CC(C)=CCC[C@](C)(O)C1CC[C@]2(C)C1C(O)CC1[C@@]3(C)CCC(O)C(C)(C)C3C(O[C@@H]3OC(CO)C(O)C(O)C3O[C@@H]3OC(C)C(O)C(O)C3O)C[C@]12C (stereo partly specified)	x	x	-5	-1	4	-5	3	-0.1	x
CC1CCCN(C(=S)Nc2ccc(F)cc2)C1 (stereo unspecified)	12	102	-7	0	8	-4	-3	3.4	8
COc1ccc(C2CC(C(F)(F)F)n3nc(C(=O)NCCN4CCOCC4)cc3N2)cc1 (stereo unspecified)	1	103	-1	-3	2	3	4	1.5	-28
O=C(c1ccc(S(=O)(=O)Nc2cccc(C(F)(F)F)c2)cc1)N1CCN(c2ccccc2O)CC1	x	x	-2	2	2	-12	-9	0.4	x
N#C/C(=C\c1ccc[nH]1)S(=O)(=O)c1ccccc1	-8	105	x	-4	4	-6	1	-0.6	45
CN(C1=C(NC(=O)c2ccc(Cl)cc2)C(=O)c2ccccc2C1=O)c1ccccc1	-16	98	6	1	6	-26	2	0.2	-4
COC(=O)C(C(=O)OC)C(CC(=O)c1ccc(C)cc1)c1cc(OC)c(OC)c(OC)c1 (stereo unspecified)	0	110	-10	2	3	-6	-7	-6.8	29
COc1ccc(CNS(=O)(=O)c2cc3c4c(c2)CCN4C(=O)CC3)cc1	x	x	-4	x	-4	-11	1	0.9	x
O=c1nc(NCc2ccccc2Cl)cn[nH]1	-12	99	-4	0	4	-10	12	4.3	21
Cc1ccc(Sc2cc(NCCCO)c([N+](=O)[O-])c3nonc23)cc1	-20	108	-6	-1	-2	6	6	-0.6	33
COc1ccc(NC2CCCN(C(=O)c3c(C)noc3C)C2)cc1 (stereo unspecified)	2	103	-1	-5	0	-9	3	2.2	53
CC1(C)Oc2ccccc2OC1(O)c1ccc2ccccc2n1 (stereo unspecified)	4	104	-6	4	0	-10	-4	-0.8	-10
CCC(C)NC(=O)[C@H]1N2C(=O)c3ccccc3C2SC1(C)C (stereo partly specified)	-28	103	-6	-2	-3	-12	-1	-3.6	x
CN(C)CCCNC(=O)c1ccc(Cl)c(S(=O)(=O)N(C)c2ccccc2)c1	-12	99	-7	3	2	-14	1	0.3	8
COc1ccc(-c2nnc(SCC(=O)Nc3nc4ccccc4s3)n2C)cc1	-3	x	-5	x	1	-1	0	0.6	3
Cc1ccc2c(c1)[C@@H]1CN(C)CC[C@@H]1N2S(=O)(=O)c1ccc([N+](=O)[O-])cc1	-20	95	-2	2	1	-14	-3	-1.4	20
CCOc1ccc(OCc2nnc(SCC(=O)NC3CCS(=O)(=O)C3)n2-c2ccc(Cl)cc2)cc1 (stereo unspecified)	-5	92	-6	6	5	-13	-1	-1.9	-14
CC(C)(C)c1ccc(OCCOc2ccc(C(C)(C)C)cc2NC=O)c(NC=O)c1	-4	92	-12	3	0	-29	-15	3.2	39
Cc1ccccc1N1CCN(CC(=O)Nc2ccccc2C(=O)NC2CC2)CC1	x	x	-5	-3	2	12	-3	-0.2	x
O=S(=O)(c1ccc(Cl)cc1)N1CCC2(CC1)CO2	5	96	-5	4	2	-16	3	-1.2	-24
O=C(NCCN1C(=O)S/C(=C\c2ccccc2)C1=O)C1CCN(S(=O)(=O)c2cccs2)CC1	6	106	-12	7	-6	-24	-7	4.6	-2
NC(=O)C1CCN(C(=O)CC2C(=O)NCCN2Cc2cccc(Oc3ccccc3)c2)CC1 (stereo unspecified)	7	101	0	-6	4	3	5	1.6	43
CCOc1ccc(NC(=O)CN(C)C(=O)c2cc(C)oc2C)cc1OCC	x	x	-3	-5	-2	-10	0	-1.1	x
CC(C)C(=O)Nc1ccc(N2CCOCC2)c(S(=O)(=O)Nc2ccccc2Cl)c1	x	x	-6	-1	8	8	-7	0.4	x
COc1ccc(C(=O)OCC(=O)Nc2cc(C)on2)cc1S(=O)(=O)N1CCOCC1	-2	101	-2	-3	3	7	4	-0.4	13
Cc1ccc(C)c(NC(=S)NNC(=O)c2csc(C(C)C)c2)c1	-7	100	-7	5	-2	-19	13	-3.0	-11
O=C(NCc1ccccc1)N(Cc1cc2cc3c(cc2[nH]c1=O)OCCO3)CC1CCCO1 (stereo unspecified)	-4	103	-3	x	1	23	-3	-4.0	1
